High-throughput results from PubChem.
TAAR1 antag – antagonists of human TAAR1; 360,000 compounds, 1.5% hits; CHO RD-HGA16 TAAR1, Fluo-8 calcium fluorescence, antagonist; AID 624466; inhibition, % at 3 µM;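 active = inhibition above a per-plate cutoff, the mean inhibition of test compounds on that plate plus 3 SD, cut at about 49% in these data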;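 also: 0% = DMSO plus EC80 beta-PEA response and 100% = DMSO alone without agonist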
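Test system – hTAAR1-expressing CHO RD-HGA16 cells, Gα16-coupled · Also added – β-PEA at EC80 concentration, post-compound challenge · Compound – 3 µM, single point · Incubation – dye loading 75 min at 37 °C, then 30 min room temperature · Measured by – Fluo-8 intracellular calcium dye fluorescence, real-time kinetic reads · Benchmarks – vehicle and agonist controls · Replicates – singlicate, one well per test compound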
M1 ag parental – counter-screen for M1 agonists: effect in parental CHO-K1 cells | activation, % at 3 µM | 360,000 compounds, 0.48% hits | Fluo-8 calcium fluorescence; scaled to maximal ATP response, vehicle zero; in the data active = activation above about 15%;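 also: untransfected CHO-K1 host cells lacking M1 receptor as counterscreen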
GPR7 antag – blocks human GPR7 receptor signaling | P48145 | GPR7-expressing cells, fluorescence antagonist assay | inhibition, % at 4.4 µM | 290,000 compounds, 1.1% hits | AID 1861; in the data active = inhibition above about 16%, passing the limit was not always enough;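 also: cells stimulated with the agonist NPW; 0% = agonist with vehicle and 100% = vehicle without agonist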
OXTR potentiator – potentiators of human oxytocin receptor; P30559; CHO-OTR cells, Fluo-8 calcium fluorescence, potentiator mode; 0% = oxytocin EC15, 100% = EC100; activation, % at 3 µM; 320,000 compounds, 0.061% hits; AID 2445;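 active = activation above that plate's cutoff, the mean activation of tested compounds plus 3 SD, cut at about 6.6% in these data, passing the limit was not always enough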;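 also: 100% uses oxytocin at 75 nM as the full agonist control; some results filed as inactive read as strong as hits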
Target sequence (P30559 whole entry, looked up): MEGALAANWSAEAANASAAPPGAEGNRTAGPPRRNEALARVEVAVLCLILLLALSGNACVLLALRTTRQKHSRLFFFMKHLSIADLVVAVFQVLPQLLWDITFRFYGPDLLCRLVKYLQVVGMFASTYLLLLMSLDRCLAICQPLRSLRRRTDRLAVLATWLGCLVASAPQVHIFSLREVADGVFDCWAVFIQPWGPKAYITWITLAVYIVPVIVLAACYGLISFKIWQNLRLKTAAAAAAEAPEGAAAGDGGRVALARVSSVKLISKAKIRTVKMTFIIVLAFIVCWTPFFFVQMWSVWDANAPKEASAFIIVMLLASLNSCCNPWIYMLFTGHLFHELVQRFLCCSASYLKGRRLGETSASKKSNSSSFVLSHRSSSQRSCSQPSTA
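test system = CHO-OTR cells, human receptor | compound = single-point 3.0 µM | schedule = 6 min compound pre-incubation at room temperature, 100 s kinetic read | signal = Fluo-8 no-wash calcium dye fluorescence, excitation 470-495 nm, emission 515-575 nm | repeats = single well per compound, singlicate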
CHO-K1 Ca PAM – M1 PAM counterscreen hit in parental CHO-K1 cells. ATP EC20, Fluo-8 calcium fluorescence; 0% at ATP EC20, 100% at ATP max. activation, % at 3 µM. 360,000 compounds, 0.02% hits. AID 602247;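 active = activation above the run cutoff, the mean activation of all test compounds plus 3 SD, cut at about 40% in these data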;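 also: peak over basal fluorescence ratio in a 140 s read after ATP addition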
V1aR counter – V1a receptor agonism, counter-screen for OXTR agonists; CHO-V1R cells, Fluo-8 calcium fluorescence, agonist mode; 0% DMSO, 100% 3 nM vasopressin; activation, % at 3 µM; 320,000 compounds, 0.25% hits; AID 2797;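 active = activation above the mean activation of all tested compounds plus 3 SD, per screening run, cut at about 20% in these data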;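 also: signal is peak over basal fluorescence ratio across a 100 second FLIPR read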
Target sequence (P37288 whole entry, looked up): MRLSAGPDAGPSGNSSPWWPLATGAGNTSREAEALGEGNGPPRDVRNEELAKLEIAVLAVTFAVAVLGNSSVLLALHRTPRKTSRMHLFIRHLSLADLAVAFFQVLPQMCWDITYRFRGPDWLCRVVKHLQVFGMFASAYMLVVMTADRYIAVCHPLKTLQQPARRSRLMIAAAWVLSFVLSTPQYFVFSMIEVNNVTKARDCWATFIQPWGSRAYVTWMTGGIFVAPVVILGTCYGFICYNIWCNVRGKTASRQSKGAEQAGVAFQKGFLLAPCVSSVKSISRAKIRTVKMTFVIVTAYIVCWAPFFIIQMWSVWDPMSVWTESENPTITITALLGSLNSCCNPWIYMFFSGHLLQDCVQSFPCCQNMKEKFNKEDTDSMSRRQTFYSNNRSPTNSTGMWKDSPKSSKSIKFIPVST
CHO parental Ca – signal in parental CHO cells, OX1R antagonist counter-screen; 330,000 compounds, 0.63% hits; parental CHO-K1, ATP-induced calcium, Fluo-8 fluorescence; inhibition, % at 5.6 µM;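 active = inhibition above that plate's mean sample inhibition plus 3 SD, cut at about 26% in these data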;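 also: 0% = ATP-challenged DMSO wells and 100% = DMSO wells without ATP; some compounds past the cut are filed as inactive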
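Measured by: calcium-sensitive Fluo-8 fluorescence / Test system: CHO parental line / Controls: ATP-challenged DMSO wells low, unchallenged DMSO wells high / Measure: % inhibition / Compound: single nominal dose of 5.6 µM per compound / Replicates: single well per compound, no replicates / Reagent: ATP as calcium-mobilizing challenge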
CHO-K1 Ca antag – nonselective inhibitor or artifact in parental CHO-K1 cells. 360,000 compounds, 0.6% hits. ATP-induced calcium, Fluo-8 fluorescence. inhibition, % at 3 µM;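 active = inhibition above a per-plate cutoff, the plate's mean sample inhibition plus 3 SD, cut at about 24% in these data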;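 also: 0% = DMSO plus EC80 ATP and 100% = DMSO alone without ATP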
OXTR agonist – activates the human oxytocin receptor; P30559; activation, % at 3 µM; CHO-OTR cells, Fluo-8 calcium fluorescence; normalized: DMSO 0%, oxytocin 100%; 320,000 compounds, 0.32% hits;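 active = activation above the mean of all tested compounds plus 3 SD, cutoff set per screening run, cut at about 20% in these data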;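 also: peak over basal fluorescence ratio from a 100 s FLIPR kinetic read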
* marks the source's active call; other numbers are inactive results; . = not tested or not shown.

SMILES	TAAR1 antag	M1 ag parental	GPR7 antag	OXTR potentiator	CHO-K1 Ca PAM	V1aR counter	CHO parental Ca	CHO-K1 Ca antag	OXTR agonist
COC(=O)c1[nH]c2ccc(C)cc2c1NC(=O)CCN1CCN(Cc2ccc3c(c2)OCO3)CC1	9.3	0.8	-15.8	-2.8	11.6	3.2	-20.3	-16.9	-0.3
Oc1ccc(-c2nc3ccccc3s2)c(O)c1	2.0	0.3	-3.3	-13.0	11.1	-0.6	12.2	-8.2	0.6
CS(=O)(=O)Nc1ccc(C(=O)NCc2ccc3c(c2)OCO3)cc1	14.8	0.4	-2.7	-1.8	-0.6	-0.4	7.3	7.2	1.4
Cc1sc(-n2cccc2)c(C(=O)O)c1C	5.2	-0.3	-5.0	-0.4	-19.6	0.2	-11.1	6.5	0.4
Cc1cccc(C(=O)N2CCC[C@H]2C(=O)N2CCC[C@H]2C(=O)NCc2ccncc2)c1	-1.3	1.1	.	.	8.0	.	.	-15.9	.
CC(=O)c1ccc(N2CCN(C(=O)CN(C)S(=O)(=O)c3cnc[nH]3)CC2)cc1	-12.2	0.0	-20.4	-2.0	3.6	0.6	4.5	-9.9	0.9
O=C(NCc1ccccc1)C1=C[C@H](c2ccc(Br)cc2)C[C@H](OCc2ccc(CO)cc2)O1	24.4	0.1	-4.0	-5.2	13.1	1.1	-8.4	-4.1	1.1
O=C(OCCNc1ccc(C(F)(F)F)cc1[N+](=O)[O-])c1cc2ccccc2oc1=O	-10.9	0.1	-10.9	-7.2	6.0	0.2	-9.4	-7.8	0.3
COc1ccccc1Nc1nc(-c2cccs2)cs1	11.4	-0.7	-9.9	-4.4	4.3	0.1	-17.7	3.7	-0.3
CC(=O)Nc1ccc(N=Cc2ccc(OCc3ccccc3)cc2)cc1	-7.8	0.6	7.7	1.6	20.9	-1.4	-0.4	-9.7	-2.2
O=C(CSc1nccn1Cc1ccccc1)Nc1ccccc1	-24.5	1.2	14.1	-3.9	10.2	1.6	-1.1	-4.9	-0.4
N#C/C(=C\c1ccc(O)c(O)c1)C(=O)N1CCCC1	-0.7	0.7	7.4	-16.7	19.0	0.3	3.5	-13.0	-0.4
COCC(=O)Nc1ccccc1Br	-8.8	-0.1	-8.9	-7.3	20.3	0.2	-6.8	-7.1	-0.6
COc1cccc(-c2ccc(=O)n(CC(=O)Nc3ccc(S(=O)(=O)NCC(C)C)cc3)n2)c1	14.9	.	-11.6	-5.9	.	0.0	-15.8	.	0.5
NC(=O)C1(NC(=O)[C@@H]2CC3(CC(c4cccc(NC(=O)[C@@H]5CCC(=O)N5)c4)=NO3)CN2C(=O)Cc2ccc(Cl)cc2)CC1 (stereo partly drawn)	1.3	0.1	-13.4	-2.1	-11.7	5.8	-5.5	2.2	-0.6
Cc1ccccc1NC(=O)c1sc(Cl)nc1C	-6.5	-0.2	-8.3	-0.3	13.2	0.1	-1.6	1.6	-0.5
Cc1csc(=O)n1CC(=O)OCC(=O)Nc1ccc(C(N)=O)cc1	-13.0	0.0	.	-1.4	3.7	1.3	-0.5	-0.2	2.1
Cc1ccc(OCC(=O)N(Cc2nnc(-c3ccccc3Cl)o2)C2CC2)cc1C	26.4	8.2	.	-5.1	13.2	1.3	-25.8	-2.1	-2.4
Cc1cc(C(=O)NCCN2C(=O)S/C(=C\c3cccs3)C2=O)ccc1[N+](=O)[O-]	57.2*	4.1	-1.9	-13.6	14.5	7.3	2.4	-3.8	5.4
CC(C)C[C@@H](CNCC(=O)[C@H](CC(C)C)NC(=O)c1[nH]cnc1C(=O)N[C@@H](C)CN)NC(=O)c1nc[nH]c1C(=O)N[C@@H](CC(=O)O)C(=O)O	-17.1	0.7	.	.	1.9	.	.	-7.8	.
CC(C)(C)NC(=O)NC(=O)COC(=O)c1cccc(NS(=O)(=O)c2ccc(F)c(F)c2)c1	-0.5	2.5	-4.7	-8.6	29.4	1.1	-20.4	-15.3	-1.7
CC(=O)Nc1cccc(NC(=O)CSc2nc(=O)n(CCN3CCOCC3)c3c2CCCC3)c1	-27.3	1.7	.	-2.2	12.1	0.2	-13.6	-10.8	0.6
COC(=O)c1ccc(COc2ccc3c4c(c(=O)oc3c2)CCC4)o1	-11.4	2.8	-11.6	-3.0	14.5	0.7	-7.6	-3.1	0.8
O=C(c1ccco1)N1CCN(c2ncnc3scc(-c4ccccc4)c23)CC1	24.4	1.1	14.4	-6.4	7.2	0.7	-30.8	-11.0	-1.9
O=C(NCc1ccccc1Cl)c1csc([C@@H]2O[C@H](CO)[C@@H](O)[C@H]2O)n1	7.8	0.3	.	.	8.5	.	.	8.1	.
COc1ccccc1/C=N/NC(=Nc1ccc(C)cc1)c1nc2ccccc2s1	.	.	-7.2	-12.4	.	0.0	-16.5	.	-0.9
COc1ccc(/C=N/O)cc1COc1ccc(NC(C)=O)cc1	-4.8	-0.1	2.5	0.4	-1.2	1.2	-8.8	9.0	2.9
O=C(O)c1ccccc1N1C(=O)C2C3CCC(C3)C2C1=O (stereo not drawn)	-12.7	4.2	-9.2	-16.6	-10.8	0.6	-10.7	-6.4	0.6
Cn1c(SCC(=O)NCC2CCCO2)nnc1-c1c[nH]c2ccccc12 (stereo not drawn)	-3.6	-0.4	-8.9	0.5	0.1	1.2	-13.0	-0.8	0.1
NC(=O)c1ccccc1NC(=O)/C=C/c1ccccc1	10.4	0.2	-1.1	-4.2	9.1	-0.9	-12.1	-3.9	-1.8
CC1CCCCC1NC(=O)c1nnc(Cc2ccc(Cl)cc2)o1 (stereo not drawn)	-5.6	0.7	-2.3	2.2	6.5	-0.2	-15.9	3.4	-1.0
NC(=O)CC[C@@H]1NC(=O)[C@@H]2CCCN2C(=O)c2cc([N+](=O)[O-])cc(I)c2NCCC[C@@H](C(=O)NC(CC(=O)O)C(N)=O)NC1=O (stereo partly drawn)	3.3	.	-13.9	-1.4	.	1.2	-2.1	.	0.6
CC/C(=N\Nc1ccnc2cc(Cl)ccc12)c1ccc(O)cc1	-14.3	0.9	-5.1	-14.5	-5.4	1.1	-23.8	-5.9	0.8
Cc1nc(Nc2ccccc2F)c2nnn(Cc3ccccc3Cl)c2n1	-8.1	0.0	2.4	1.0	6.5	0.0	-3.3	0.4	0.6
Cc1ccc(C23CC4CC(CC(C(=O)NN)(C4)C2)C3)cc1	-26.1	-0.8	-23.6	.	-10.9	.	.	5.8	.
COc1ccc(F)cc1C(=O)C1CCCN(C(=O)c2cccc(N(C)C)c2)C1 (stereo not drawn)	-16.3	1.8	-12.1	-2.6	16.4	0.4	-26.9	-2.5	0.0
CN1CCN(C(=S)SCC(=O)N2CCCc3ccccc32)CC1	18.5	0.6	-9.5	-8.0	-15.7	1.1	-8.9	0.9	0.9
Cc1cccc(C)c1NC(=O)C(NC(=O)CN1C(=O)c2ccccc2C1=O)c1ccccc1 (stereo not drawn)	-5.2	0.0	-8.2	6.7	16.5	-1.8	-10.1	-1.4	1.1
CN(c1ccccc1)S(=O)(=O)c1cccc(NC(=O)Cc2ccc(Cl)cc2)c1	16.9	7.6	.	-11.8	1.2	7.8	10.2	-11.9	6.2
Cc1nn2c(NCCCN(C)C)c3c(nc2c1-c1ccccc1)CCCC3	-9.1	3.5	30.1*	-7.0	4.6	5.2	-18.1	3.2	6.6
CNC[C@H]1Oc2c(NS(=O)(=O)c3ccc(OC)cc3)cccc2C(=O)N([C@H](C)CO)C[C@H]1C	10.3	0.1	.	-7.0	-6.8	0.3	-8.3	-1.8	0.3
CC[C@]1(c2ccccc2OC)C(=O)N(C(=O)OC)N1C(=O)OC	9.3	0.7	12.3	-7.7	19.0	0.2	-2.9	-20.0	0.5
O=C1NC(=S)NC1=Cc1ccccc1O	11.8	17.4*	.	.	-16.7	.	.	23.1	.
CSc1nc2ccc(NC(=O)c3c(-c4ccccc4)noc3C)cc2s1	20.1	2.1	-5.1	-2.2	-2.9	5.4	-41.7	-7.5	3.6
CC(C)COc1ccc(-c2nnn(CC(=O)N3CCCC3)n2)cc1	0.9	1.5	-2.7	-7.2	-5.5	5.0	-11.1	10.1	10.4
CCOC(=O)CCSc1nc(C)c2cc(C)ccc2n1	-6.6	0.5	-11.3	-3.4	1.6	-0.6	-19.5	-19.6	-1.4
CCCC(=O)Nc1nn(C)c2nc3c(C)cccc3cc12	6.1	-0.3	-12.1	-11.8	-0.3	-0.2	-14.3	2.1	1.2
Cc1ccc(NC(=O)OCCNC(=O)c2ccncc2)cc1	6.4	2.1	1.1	-5.3	24.2	-0.1	8.1	-19.8	-0.9
Fc1ccc(-c2nnc(Cc3nnc(-c4ccc(F)cc4)o3)o2)cc1	1.1	1.9	-2.3	-1.7	20.8	0.5	-8.6	-7.7	0.5
NC(=O)CC(NC(=O)c1ccccc1)c1ccc(NCCOc2ccccc2)c([N+](=O)[O-])c1 (stereo not drawn)	16.0	1.4	.	-0.3	9.0	0.5	-14.2	-6.7	0.0

(further entries)
SMILES	TAAR1 antag	M1 ag parental	GPR7 antag	OXTR potentiator	CHO-K1 Ca PAM	V1aR counter	CHO parental Ca	CHO-K1 Ca antag	OXTR agonist
COc1ccc(S(=O)(=O)Nc2ccc(Cl)cn2)cc1	8.2	0.5	-10.3	1.1	10.4	0.3	-3.8	-15.5	-0.8
O=S(=O)(NCCc1csc(-c2cccnc2)n1)c1ccc(F)cc1	2.7	3.2	7.9	-7.7	1.9	2.9	-4.0	-4.8	1.2
CCn1ncc(/C=C/C(=O)C2CC2)c1C	-18.1	0.8	-8.0	-3.0	22.4	-0.1	3.2	-10.0	-1.2
Nc1ccc(NC(=O)c2cccs2)c(Cl)c1	-33.0	-0.1	-9.4	-6.6	6.7	1.3	-20.3	-13.0	1.3
O=C(O)c1cc(-c2cccc3ccccc23)nc2ccccc12	-21.1	0.6	-2.9	-11.3	9.0	0.7	-7.0	-14.2	0.6
COc1ccc(NC(=O)CNc2cc(S(=O)(=O)N3CCOCC3)ccc2N2CCOCC2)c(OC)c1	14.2	0.5	.	-5.7	9.9	0.1	-3.5	-20.2	-1.0
Cc1c(C)n(Cc2ccccc2)c2ccc(C(=O)NCCN3CCOCC3)cc12	-7.2	0.6	-6.2	-2.6	3.6	1.8	-13.6	-12.0	0.6
COc1ccccc1CNC(=O)COC(=O)c1ccco1	-15.5	-0.1	.	-5.2	2.4	1.2	2.3	-4.4	0.5
